Vif-A3F inh – inhibitors of Vif-A3F interaction; 390,000 compounds, 0.2% hits; AID 602313; Potency, µM (top dose mostly 46.1 µM), inactives show top-dose activity, negative = active; HeLa A3F-eYFP + Vif (tagged APOBEC3F with the HIV-1 protein that degrades it), YFP fluorescence increase; note: potency is the fitted concentration of half-maximal effect; % of control where 0% means no effect; nearly all actives have a fitted effect of over 65% in size
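HeLa cells stably expressing A3F-eYFP plus Vif, plated and incubated overnight at 37 deg C, then exposed to compounds overnight at 37 deg C. Blocked degradation read as raised yellow fluorescence (Ex 488/Em 500-530).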
GRP78 ERSR act – ER stress response induction in glioma; Potency, µM, inactives show at the top dose activation, hits mostly activators; U87-MG GRP78 promoter luciferase reporter, 16 h; AID 602332; 420,000 compounds, 0.02% hits; note: potency is the fitted concentration of half-maximal effect; series mostly up to about 76 µM; % of control where 0% means no effect; nearly all actives have a fitted effect of over 35% in size
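Stably transfected U87-MG human glioma cells carrying a GRP78-based luminescent sensor were seeded at 1000 cells/well, pin-dosed with compounds and incubated 16 h. Luciferase reagent was then added, and end-point luminescence was read after 10 min at room temperature.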
D2 antagonist – antagonizes the human D2 dopamine receptor. P14416. HEK293 TREx D2 cells, calcium flux, dopamine EC80. inhibition, % at 10 µM. 340,000 compounds, 2% hits; in the data active = inhibition above about 30%; note: 0% is about no effect
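Dopamine at EC80 is the agonist stimulus; test compounds precede it by 180 s. Calcium flux read kinetically in a force-coupled, inducible HEK293 T-REx D2 cell line.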
RGS4 inhibitor – blocks human RGS4-accelerated GTP hydrolysis; P49798; AID 504845; 390,000 compounds, 0.039% hits; Transcreener GDP fluorescence polarization, RGS4-accelerated GTP hydrolysis; Potency, µM (doses to about 114 µM), for inactives: at the top dose activity change, negative = inhibition, hits mostly inhibitors; note: potency is the fitted concentration of half-maximal effect; % is set by controls: 0 for no effect and ±100 for the full control effect; nearly all actives have a fitted effect of over 75% in size; some results filed as inactive show a strong effect at the top dose
Target sequence (P49798 whole entry, looked up): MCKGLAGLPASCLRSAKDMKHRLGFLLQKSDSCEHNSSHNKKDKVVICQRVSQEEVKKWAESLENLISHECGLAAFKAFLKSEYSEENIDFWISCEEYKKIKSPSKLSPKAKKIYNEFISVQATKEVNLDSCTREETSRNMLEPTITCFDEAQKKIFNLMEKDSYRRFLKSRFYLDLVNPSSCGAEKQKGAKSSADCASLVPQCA
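MLSMR compounds (23 nl, pin-transferred) preincubated 10 min at room temperature with a 500nM (2x) first reagent, then RGS4 at 900nM (2x) plus Transcreener GDP mix added; fluorescence polarization (620/688 nm) read before and after 90 min at 30 °C.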
LDHA inh – blocks human lactate dehydrogenase A; purified LDHA, NADH/diaphorase-resazurin fluorescence; hits give low values; activity change, % (values are at about 110 or 230 µM); 480,000 compounds, 0.15% hits; AID 1347041; in the data active = activity change below about -30%; inconclusive = mostly about -25% to -30%;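 note: plate controls were DMSO wells for no effect and wells without enzyme for full effect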
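LDH5 2 nM; NADH 0.06 mM, pyruvate 0.2 mM; 200 mM Tris pH 7.4, EDTA, Tween-20; 5 min RT. Detection: diaphorase 0.133 mg/mL + resazurin 37 µM, fluorescence ex540/em590 at 0 and 20 min; normalized to enzyme-free and DMSO wells.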
D2 agonist – agonists of human D2 dopamine receptor; P14416; HEK293 T-REx D2 cells, calcium flux agonist mode; activation, % at 2 µM; 340,000 compounds, 0.53% hits; AID 485358;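 active = activation over 3 SD above normal in the single-dose calcium agonist read, cut at about 30% in these data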; note: 0% is about no effect
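Tetracycline-induced HEK293 Trex cells with D2 receptor force-coupled to calcium signaling, plated overnight at 30 C and loaded with no-wash calcium dye. Calcium flux read kinetically for 180 s after compound addition; responses flag agonists.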
ERG-DNA inh – blocks human ERG Ets domain binding to DNA. P11308. 370,000 compounds, 0.028% hits. Potency, µM (doses to about 76.9 µM), without a hit: at the top dose FP activity, negative = inhibition, hits mostly inhibitors. fluorescence polarization, His-ERG Ets domain / labelled DNA; active = well fitted inhibition curve with a large enough effect in the polarisation, with a control signal flat; inconclusive = small, poorly fitted or top-dose-only effect, or effect the other way, or a change in a side signal; inactive = no such curve, though single readings can be large or run the other way; the % refers to the polarisation;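 note: polarization taken with two DNA probes labelled with fluorescein and Texas red; potency is the fitted concentration of half-maximal effect; % of control where 0% means no effect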
Target sequence (P11308 whole entry, looked up, the tested form may be a part): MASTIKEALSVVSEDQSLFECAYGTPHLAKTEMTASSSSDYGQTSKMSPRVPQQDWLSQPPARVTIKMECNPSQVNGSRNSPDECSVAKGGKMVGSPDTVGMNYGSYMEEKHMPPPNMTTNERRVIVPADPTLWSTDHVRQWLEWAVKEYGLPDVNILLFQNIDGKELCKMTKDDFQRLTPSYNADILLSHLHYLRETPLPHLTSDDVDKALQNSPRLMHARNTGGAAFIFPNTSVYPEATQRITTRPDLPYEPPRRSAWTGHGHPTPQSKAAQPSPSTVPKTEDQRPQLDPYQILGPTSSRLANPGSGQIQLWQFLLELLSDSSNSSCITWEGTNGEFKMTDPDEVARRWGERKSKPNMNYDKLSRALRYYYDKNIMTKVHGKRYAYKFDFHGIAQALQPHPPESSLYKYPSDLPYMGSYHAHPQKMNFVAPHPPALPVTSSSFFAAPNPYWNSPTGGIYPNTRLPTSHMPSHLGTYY
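His-tagged ERG Ets domain (1 uM in the protein solution; 300mM KCl, 50mM Tris-HCl, 1mM EDTA, 1mM DTT, pH 7.5) received compound, then a probe mix of 5 nM fluorescein-DNA and 100nM Texas-615-DNA. Fluorescence polarization was read for both dyes.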
Vif-APOBEC3G blk – Vif-A3G binding inhibition | 410,000 compounds, 0.076% hits | HeLa A3G-eYFP + Vif (tagged APOBEC3G with the HIV-1 protein that degrades it), YFP fluorescence, overnight | Potency, µM (doses to about 46.1 µM), without a hit: at the highest dose activity, negative = active, actives largely listed as inhibitors;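 note: potency is the fitted concentration of half-maximal effect; % is set by controls: 0 for no effect and ±100 for the full control effect; nearly all actives have a fitted effect of over 60% in size; hits raise eYFP signal because A3G escapes Vif-driven loss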
Target sequence (Q9HC16 whole entry, looked up): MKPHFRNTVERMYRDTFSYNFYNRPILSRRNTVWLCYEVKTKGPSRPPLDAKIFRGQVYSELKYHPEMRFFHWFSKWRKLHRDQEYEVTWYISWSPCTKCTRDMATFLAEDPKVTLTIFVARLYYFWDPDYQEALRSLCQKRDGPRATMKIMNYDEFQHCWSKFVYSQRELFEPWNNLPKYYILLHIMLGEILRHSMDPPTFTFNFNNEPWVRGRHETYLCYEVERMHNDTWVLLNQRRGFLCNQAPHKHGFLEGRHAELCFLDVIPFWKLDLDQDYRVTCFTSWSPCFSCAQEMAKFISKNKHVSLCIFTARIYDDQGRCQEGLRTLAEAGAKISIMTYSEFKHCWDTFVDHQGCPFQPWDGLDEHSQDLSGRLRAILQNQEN
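HeLa cells stably expressing Vif and C-terminally eYFP-tagged A3G, seeded overnight at 37 deg C, then exposed to compound by pintool overnight at 37 deg C. Rise in yellow fluorescence (Ex 488/Em 500-530, Acumen) marks blocked Vif-driven A3G degradation.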
ALOX12 inh – ALOX12 (human) lipoxygenase inhibition. AID 1671190. 580,000 compounds, 1.1% hits. purified 12hLO, xylenol orange hydroperoxide absorbance. Potency, µM (top dose mostly 108 µM), for the others: top-dose activity change, negative = inhibition, most hits filed as inhibitors; note: potency is the fitted concentration of half-maximal effect; % is set by controls: 0 for no effect and ±100 for the full control effect
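Purified human 12hLO (150 nM final) in 25 mM Hepes, 0.01% Triton X-100, pH 7.0 was preincubated 15 min at room temperature with compound. Then 40 uM arachidonic acid was added, 30 min. Hydroperoxide was read by Fe-XO absorbance ratio 573/405 nm.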
Numbers without * were called inactive; ? = inconclusive; . = no result given; & = joins results of further samples; [ ] = remark or other dose. Unless noted, calls come from the whole dose curve; as a rule, active = well fitted curve in the direction sought with a large enough effect; inconclusive = small, poorly fitted or top-dose-only effect, or another doubt; inactive = no such curve, though single readings can be large; an effect the other way counts as inactive or inconclusive.

Under each structure – Vif-A3F inh	GRP78 ERSR act	D2 antagonist	RGS4 inhibitor	LDHA inh	D2 agonist	ERG-DNA inh	Vif-APOBEC3G blk	ALOX12 inh
(1) O=c1[nH]c2ccccc2n1C1CCN(C(c2ccccc2)c2nnnn2-c2ccc3c(c2)OCCO3)CC1 (stereo not drawn)
→ .	2.9%	.	.	-10.1	.	.	-7.7%	-25.2%
(2) CCCC[n+]1cc(=N)o[n-]1
→ 4.4%	-5.7%	.	-21.0%[56.9 µM]	-1.0	.	-9.1%	2.4%	-1.4%
(3) CCOC(=O)C(=O)NC1CCSC1=O (stereo not drawn)
→ -9.4%	-0.6%	11.0	22.1%	-4.6	-0.2	.	0.6%	?
(4) NS(=O)(=O)c1ccc(N=Cc2c(O)n(-c3ccccc3)c(=O)[nH]c2=O)cc1
→ 1.1%	1.6%	1.4	?	-8.4	0.6	-4.4%	5.4%	3.9%
(5) CC(C)[C@@]1(NC(=O)[C@@H]2C[C@@H]3c4cccc5[nH]cc(c45)C[C@H]3N(C)C2)O[C@@]2(O)[C@@H]3CCCN3C(=O)[C@H](Cc3ccccc3)N2C1=O
→ 5.8%	-1.0%&-1.5%&-4.9%&-4.7%&-3.2%	101.0*	15.4%[56.9 µM]	-7.6	90.9*	-12.0%	0.7%	?
(6) NC1=C([N+](=O)[O-])C(c2ccc3c(c2)OCO3)c2c(c3ccccc3oc2=O)O1 (stereo not drawn)
→ 4.0%	-1.0%	-17.2	15.9%[56.9 µM]	0.9	-2.2	8.8%	5.0%	0.0%
(7) O=C(COc1ccccc1Cl)N1CCN(CCc2ccccn2)CC1
→ 3.4%	-3.3%	.	-26.0%	-1.1	-1.9	2.1%	-0.9%	-0.5%
(8) COC(=O)C1=C(c2ccc(OC(F)(F)F)cc2)C[C@@H]2CC[C@H]1N2C(=O)NCC1CC1
→ 1.1%	-3.3%	-3.6	15.4%	-2.6	-0.7	-3.9%	2.6%	2.9%
(9) COc1ccc(S(=O)(=O)Nc2ccccc2OC)cc1N=Nc1c(O)[nH]c(=S)[nH]c1=O
→ ?	-9.2%	.	2.9%	-11.0	.	5.2%	0.2%	-30.8%
(10) CNC(C)Cc1ccccc1 (stereo not drawn)
→ -0.1%	-1.5%&-1.1%	.	8.5%	-10.0	.	-7.8%	-3.1%	-2.9%
(11) CCCC1=C(C(=O)OCC)C2(C(=O)Nc3ccc(C)cc32)C(C#N)=C(N)O1 (stereo not drawn)
→ -2.7%	-2.4%	6.8	12.2%	16.5	-0.2	-1.9%	-5.1%	-16.1%
(12) O=P(Oc1ccc(-c2ccccc2)cc1)(N1CC1)N1CC1
→ -1.5%	0.1%	.	6.5%	-0.6	.	-7.4%	0.3%	-1.8%
(13) CC1c2ccccc2-n2nncc2CN1C (stereo not drawn)
→ 3.8%	-0.8%	.	-13.9%	-3.6	.	13.5%	-1.2%	0.0%
(14) CCOC(=O)CNC(=O)N1Cc2cc(N3CCCCC3)ccc2-n2nncc2C1
→ .	-4.8%	.	.	-2.2	.	.	-7.7%	-19.8%
(15) CNC(=O)Oc1ccc(-c2cn3cc(C)ccc3n2)cc1
→ 2.5%	-13.4%	9.9	-10.6%	-3.1	-1.4	.	-10.4%	-2.2%
(16) OC(CNCCc1c[nH]c2ccccc12)C(F)(F)F (stereo not drawn)
→ -9.6%	-3.0%	12.5	62.1%[activator]	-6.9	-0.1	18.7%	1.7%	-3.5%
(17) O=C(c1cc(S(=O)(=O)N2CCCCC2)ccc1F)N1CCC2(CC1)OCCO2
→ -1.7%	-2.4%	-5.5	-4.4%	-1.2	0.6	.	0.2%	-1.0%
(18) CCCCn1c(N)c(C(=O)NCCN2CCOCC2)c2nc3ccccc3nc21
→ 1.4%	-4.6%	.	11.5%	1.1	.	-11.7%	-4.9%	-19.0%
(19) Cc1[nH]c2ccccc2c1CN1CCCCC1
→ ?	-4.1%	.	?	-0.9	.	.	-9.2%	?
(20) Cc1ccc(OCC(=O)NCCN2CCN(C(=O)COc3ccc(C)cc3)CC2)cc1
→ 6.5%	-1.5%	-12.6	-19.7%	-6.2	0.2	4.0%	2.3%	0.0%
(21) COP(=O)(OC)C(NC(C)=O)C(Cl)(Cl)Cl (stereo not drawn)
→ -6.3%	-2.7%	-6.1	5.8%	-5.0	0.2	3.5%	0.7%	4.1%
(22) COc1ccccc1CC1/C(=N/O)C2CCN1CC2 (stereo not drawn)
→ -1.0%	-0.6%	0.9	16.1%	1.1	-0.1	.	2.1%	6.4%[57.4 µM]
(23) O=C(Cc1ccc(Cl)c(Cl)c1)NCC1(N2CCOCC2)CCCCC1
→ 6.8%	1.2%	-1.8	29.1%	-4.7	0.3	-3.5%	-0.3%	-0.1%
(24) Cc1ccc2nc(NC(=O)c3cccn(Cc4ccccc4F)c3=O)sc2c1
→ -1.4%	-3.0%	.	-17.4%	2.5	0.8	-5.5%	-1.9%	0.0%
(25) COc1cc(OC)c(/C=C2\C(=O)Nc3ccccc32)c(OC)c1
→ 2.0%	-4.4%	-18.4	21.6%	0.0	-0.5	-5.0%	?	-6.3%
(26) Cc1ccc(-n2c(/C=C/c3cc(Br)cs3)nc3ccccc3c2=O)cc1
→ 8.0%	-4.0%	.	16.9%	-2.5	0.6	-5.0%	-13.7%	4.6%
(27) Cc1[nH]c2ccccc2c1C1=CCNCC1
→ -11.8%	-3.7%	.	10.5%	-1.3	.	12.0%	0.7%	10.1%
(28) Cc1ccc(NP(=O)(Nc2ccc(C)cc2)Oc2ccccc2)cc1
→ -22.2%	-1.8%	-3.0	16.8%	0.3	0.8	2.6%	4.8%	?
(29) CN(C)CCN=Cc1c(O)n(Cc2ccc3c(c2)OCO3)c(=S)[nH]c1=O
→ -0.3%	-5.2%	-6.6	3.7%	-9.3	-0.2	2.3%	6.2%	?
(30) CCc1c(C)nc(N)nc1N1N=C1SCC(=O)OC
→ 4.7%	2.7%	-8.7	2.3%	-6.3	0.7	15.3%	-1.5%	-14.2%
(31) C#C[C@@]1(O)CCC2C3CCC4=C/C(=N/OCC(=O)NC(CCC(N)=O)C(=O)O)CC[C@]4(C)C3CC[C@@]21C (stereo partly drawn)
→ -0.5%	-6.8%	-6.5	-0.5%	-1.9	0.7	6.4%	4.2%	-3.1%
(32) CCC(=O)N1CC(=O)Nc2ccc(Br)cc2C1c1ccccc1 (stereo not drawn)
→ -1.3%	-1.4%	-7.7	19.9%	-3.5	-0.2	14.1%	-6.9%	-2.8%
(33) CC(C)OP(=O)(OC(C)C)C(O)c1cccnc1 (stereo not drawn)
→ 3.8%	-1.2%	-4.3	-30.1%	-5.0	0.9	-0.7%	1.1%	-8.3%
(34) Cc1ccc(N2C(=O)NC(=O)C3(Cc4ccccc4N4CCCC43)C2=O)cc1 (stereo not drawn)
→ -0.9%	-3.1%	15.6	-23.2%	4.2	1.5	-3.1%	-4.3%	?
(35) Clc1ccccc1CN1CCN(c2cccc3[nH]ccc23)CC1
→ -0.8%	-0.1%	.	?	6.0	.	-8.5%	-2.1%	.
(36) CSc1nnc([C@@H](N)Cc2c[nH]c3ccccc23)o1
→ 2.1%	-0.5%	-13.2	19.6%	-1.4	1.4	1.8%	3.9%	0.0%
(37) CC(C)(C)n1nnnc1C(C1CC1)N1CCC(n2c(=O)[nH]c3ccccc32)CC1 (stereo not drawn)
→ .	-0.7%	.	.	-6.3	.	.	-4.1%	-9.3%
(38) NC(N)=N/N=C/c1cn(-c2ccccc2)nc1-c1cccs1
→ 9.9%	-9.2%	3.4	3.7%[56.9 µM]	-10.0	-0.2	12.2%	-5.3%	?
(39) CCOC(=O)c1ccc2[nH]c(-c3ccc(S(=O)(=O)F)cc3)cc(=O)c2c1
→ 0.7%	-2.1%	-25.9	-21.0%	-0.2	0.5	-4.9%	-5.5%	0.0%
(40) CN1OCC2Cn3c(nc4ccccc43)C21 (stereo not drawn)
→ 2.2%	-4.0%	8.3	20.3%	-1.2	0.1	7.9%	0.1%	-10.9%
(41) Cc1c(C)c2ccc(OCC(=O)N3CCN(Cc4ccccc4)CC3)cc2oc1=O
→ -1.2%	-4.2%	.	16.8%	-8.9	.	1.6%	-1.8%	48.2%[activator]
(42) Cc1cccc(C)c1-n1nnnc1C(c1cccs1)N1CCC2(CC1)C(=O)NCN2c1ccccc1 (stereo not drawn)
→ .	-2.8%	.	.	-3.1	.	.	-4.3%	-6.2%
(43) CC(Cl)(Cl)/C(=N/P(=S)(N1CCOCC1)N1CCOCC1)N1CCOCC1
→ 6.5%	-2.8%	0.2	30.1%	-7.4	-0.7	4.2%	-0.6%	-2.6%
(44) COC(=O)C1=C(c2ccc(F)cc2OCc2ccccc2)C[C@@H]2CC[C@H]1N2C(=O)NCc1ccc2c(c1)OCO2
→ -3.5%	-1.8%	-5.8	-10.4%	-0.2	0.5	5.9%	0.5%	?
(45) CC[C@H]1CN(C)C[C@@]2(C(=O)OC)Cc3c([nH]c4ccccc34)C(=O)C[C@@H]12
→ -8.9%	-2.9%	.	-20.4%	0.7	.	-6.3%	-3.3%	1.6%
(46) [N-]=[N+]=NCCN1CCC(O)CCC1=O (stereo not drawn)
→ -3.1%	-3.0%&-1.4%	27.7	-5.3%	-7.3	0.6	1.7%	1.5%&-0.2%	17.4%
(47) CSc1ccc(CN2CCN(c3ccccc3C)CC2)cc1
→ 0.6%	-1.4%	70.8*	5.3%	-14.9	0.1	1.9%	-8.1%	?

A portion of the library, so the mix of outcomes need not match the whole.
